# Glioma ERSR ind – induces the endoplasmic reticulum stress response in human glioma cells; U87-MG GRP78 promoter luciferase reporter, 16 h; Potency, µM, for inactives: top-dose activation, usual class: activators; actives 0.02% (n = 420,000); further: potency means the concentration at half of the fitted maximal effect; series mostly up to about 76 µM; % of control where 0% means no effect; nearly all actives have a fitted effect of over 35% in size
#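 ERSR induction read as luciferase luminescence (Bright-Glo, 10 min at room temperature) in stably transfected human U87-MG glioma cells exposed to compounds for 16 h, using GRP78 as sensor.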
# APE1 inh – inhibitors of human APE1 endonuclease; P27695; recombinant APE1, TAMRA/BHQ-2 abasic DNA cleavage fluorescence; Potency, µM (series often up to 65.8 µM), for the others: top-dose activity change, negative = inhibition, most hits filed as inhibitors; actives 0.35% (n = 350,000);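 further: potency means the concentration at half of the fitted maximal effect; plate controls were vehicle for no effect and reference inhibitor for full effect; nearly all actives have a fitted effect of over 55% in size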
#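 Endonuclease cleavage of a quenched abasic-site DNA duplex (50 nM) by APE1 (0.75 nM) was tracked by TAMRA dequenching. Compounds were preincubated with enzyme 15 min at room temperature; data normalized to buffer-only and DMSO wells plus NSC13755 control.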
# Pol eta inh – inhibitors of human DNA polymerase eta; Q9Y253; recombinant Pol eta, fluorescent DNA replication assay; Potency, µM (series often up to 114 µM), for inactives: at the highest dose activity change, negative = inhibition, usual class: inhibitors; actives 1.2% (n = 390,000); AID 588591; further: potency means the concentration at half of the fitted maximal effect; on the % scale 0 is the no-effect control and ±100 the full control effect
#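 Fluorescent replication assay: 50 nM final substrate added after a 15 min room-temperature compound preincubation with 10 nM enzyme. Signal taken at 0 min and again at 10 min.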
# POLI inh – DNA polymerase iota (human) inhibition; Q9UNA4; Pol iota fluorescent replication assay, 10 min; Potency, µM (top dose mostly 115 µM), for inactives: at the highest dose activity, negative = inhibition, most hits filed as inhibitors; actives 1% (n = 390,000); AID 588590; further: potency means the concentration at half of the fitted maximal effect
# Target sequence (Q9UNA4 whole entry, looked up): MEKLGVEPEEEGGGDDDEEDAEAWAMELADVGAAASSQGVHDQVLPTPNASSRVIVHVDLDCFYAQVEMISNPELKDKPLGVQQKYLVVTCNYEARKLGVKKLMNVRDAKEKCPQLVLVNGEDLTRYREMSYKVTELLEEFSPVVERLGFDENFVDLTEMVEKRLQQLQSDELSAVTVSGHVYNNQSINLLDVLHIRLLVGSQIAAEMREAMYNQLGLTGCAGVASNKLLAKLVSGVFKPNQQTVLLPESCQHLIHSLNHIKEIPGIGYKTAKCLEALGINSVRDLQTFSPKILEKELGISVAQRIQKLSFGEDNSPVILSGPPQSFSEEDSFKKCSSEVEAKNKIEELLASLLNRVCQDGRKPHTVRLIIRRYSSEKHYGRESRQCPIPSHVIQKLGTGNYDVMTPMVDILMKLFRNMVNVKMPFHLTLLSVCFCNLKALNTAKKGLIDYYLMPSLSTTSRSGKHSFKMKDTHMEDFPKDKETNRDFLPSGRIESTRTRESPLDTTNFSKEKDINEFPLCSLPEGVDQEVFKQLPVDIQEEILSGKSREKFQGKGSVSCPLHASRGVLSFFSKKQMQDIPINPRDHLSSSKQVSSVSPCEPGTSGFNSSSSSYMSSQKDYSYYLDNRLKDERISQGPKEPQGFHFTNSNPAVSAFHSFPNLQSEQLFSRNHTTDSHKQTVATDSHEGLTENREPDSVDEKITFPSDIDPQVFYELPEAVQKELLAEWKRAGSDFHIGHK
#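 Pol iota at 10 nM preincubated 15 min with compounds at room temperature; reaction started with fluorescent substrate, 50 nM final. Fluorescence read kinetically at 0 and 10 min; buffer-only wells as negative control.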
# BLM helicase inh – blocks DNA unwinding by human BLM helicase; recombinant BLM DNA unwinding, fluorescence dequenching; Potency, µM (top dose mostly 56.1 µM), for the others: at the highest dose activity change, negative = inhibition, actives largely listed as inhibitors; actives 0.2% (n = 350,000); AID 2528;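 further: potency means the concentration at half of the fitted maximal effect; plate controls were vehicle for no effect and no enzyme for full effect; nearly all actives have a fitted effect of over 35% in size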
# Apoferritin bind – binds horse apoferritin like a general anesthetic. AID 485281. P02791. Potency, µM (titrated, usually from 77.5 µM), inactives show top-dose activity change, negative = displacement, usual class: inhibitors. apoferritin/1-aminoanthracene competitive binding, fluorescence. actives 0.074% (n = 350,000); further: potency means the concentration at half of the fitted maximal effect; on the % scale 0 is the no-effect control and ±100 the full control effect; nearly all actives have a fitted effect of over 20% in size
# Target sequence (P02791 2-175 limits assumed): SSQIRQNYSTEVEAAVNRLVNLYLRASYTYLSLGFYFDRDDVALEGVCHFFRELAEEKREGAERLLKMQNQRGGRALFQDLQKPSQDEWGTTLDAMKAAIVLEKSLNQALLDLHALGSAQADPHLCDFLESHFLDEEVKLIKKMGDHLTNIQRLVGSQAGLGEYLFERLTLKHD
#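 Horse-spleen apoferritin (10 uM) in 50% saturated 1-aminoanthracene in PBS was incubated 10 min at room temperature with compound. Fluorescence (ex 380, em 535 nm) was normalized to free and bound 1-AMA, with concentration-response fitted by a four-parameter Hill equation.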
# POLB inh – blocks human DNA polymerase beta activity; Pol beta primer extension/strand displacement, fluorescence kinetic; Potency, µM (titrated, usually from 114 µM), without a hit: at the highest dose activity change, negative = inhibition, usual class: inhibitors; actives 1.3% (n = 340,000); AID 485314; further: potency means the concentration at half of the fitted maximal effect; on the % scale 0 is the no-effect control and ±100 the full control effect
#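 Human Pol beta at 10 nM; strand-displacement substrate 50 nM final. Compound exposure 15 min at room temperature before start, reaction 10 min at room temperature.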
# LDHA block – LDHA (human) enzyme inhibition; activity change, % (values are at about 110 or 230 µM); P00338; actives 0.15% (n = 480,000); purified LDHA, NADH/diaphorase-resazurin fluorescence; active compounds read low; in the data active means activity change below about -30%; inconclusive means mostly about -25% to -30%;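 further: plate controls were DMSO wells for no effect and wells without enzyme for full effect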
#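 LDH5 2 nM; NADH 0.06 mM, pyruvate 0.2 mM; 200 mM Tris pH 7.4, EDTA, Tween-20; 5 min RT. Detection: diaphorase 0.133 mg/mL + resazurin 37 µM, fluorescence ex540/em590 at 0 and 20 min; normalized to enzyme-free and DMSO wells.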
# Pol kappa inh – blocks human DNA polymerase kappa activity; Q9UBT6; purified Pol kappa, fluorescent DNA synthesis assay, 10 min; Potency, µM (series often up to 107 µM), for inactives: top-dose activity, negative = inhibition, actives largely listed as inhibitors; actives 0.53% (n = 400,000); AID 588579; further: potency means the concentration at half of the fitted maximal effect; on the % scale 0 is the no-effect control and ±100 the full control effect
#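 50 nM final substrate added after 15 min RT preincubation of 10 nM Pol kappa with compound; fluorescence read at 0 and 10 min.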
# * hit, by the source's call; ? = inconclusive; nt = not tested or not shown; & = joins results of further samples; [ ] = another dose, or the depositor's remark. Unless noted, the call rests on the fitted dose curve; in most records, active means well fitted curve in the direction sought with a large enough effect; inconclusive means small, poorly fitted or top-dose-only effect, or another doubt; inactive means no such curve, though single readings can be large; an effect the other way counts as inactive or inconclusive. This is a subset (hit frequency here may not be typical).
Molecule,Glioma ERSR ind,APE1 inh,Pol eta inh,POLI inh,BLM helicase inh,Apoferritin bind,POLB inh,LDHA block,Pol kappa inh
CCC(=O)N1CCN(c2nc3ccc(Br)cc3s2)CC1,2%,50%[activator],-9%,4%,0%,-10%,-26%,-8,0%
COc1ccc(OC)c(-c2csc(NC(=O)CN3C(=O)NC4(CCCC4)C3=O)n2)c1,-2%,-18%,-11%,12%,nt,nt,nt,-7,-10%
CCOC(=O)N1CCN(S(=O)(=O)N2CCCC(C(=O)NCc3cc(Br)ccc3OC)C2)CC1 (stereo not given),-5%&-5%,nt,-14%&-5%,13%,-7%,-3%,2%,1&-9,-3%[60.1 µM]
CCOC(=O)OCC1OC(c2ccccc2)C=CC1Oc1cccc(N(C)C)c1 (stereo not given),-4%,-11%[12.4 µM],nt,nt,-2%[12.4 µM],-14%[15.3 µM],nt,nt,nt
Cc1ccc(NC(=O)c2ccc(=O)[nH]n2)cc1C,7%,47%[activator],-11%,13%,6%,-5%,2%,1,6%
COC(=O)c1ccccc1S(=O)(=O)N1CCC(C(=O)NCCC2=CCCCC2)CC1,3%,12%,-3%,6%,nt,nt,nt,-8,-1%
Cc1ccc(NC(=S)/C(=C(\[O-])c2ccc(Cl)s2)[n+]2cccc(CO)c2)cc1C,-1%,-2%,-11%,235%[activator],-10%,-23%,-1%,-4,-6%
COc1cc(CN2CCNC(=O)C2CC(=O)O)cc(OC)c1 (stereo not given),-3%,3%,2%,59%[activator],-2%,0%,22%,-6,-8%
Nc1ncncc1-c1ccc([N+](=O)[O-])cc1,-3%,-2%,-14%,33%[activator],1%,-5%,4%,3,0%
COC(=O)C(C)NC(=O)COc1ccc2ccccc2c1 (stereo not given),-3%,-1%,-2%,-2%,-3%,-4%,39%,-4,6%
Cc1ccc(Cn2ccsc2=NC(=O)COC(=O)c2ccc(NC(=O)CC#N)cc2)cc1,-5%,-1%,-4%,-5%,nt,nt,nt,-4,-5%
Cc1c(C)c(C)c(C(=O)c2ccc(NC(=O)c3ccccc3C(=O)O)cc2)c(C)c1C,-5%,4%,-13%,157%[activator],-2%,-11%,-28%,-2,-18%
Cc1c(C(=O)N2CCN(c3ccccc3)CC2)sc2ncnc(N3CCN(c4ccccn4)CC3)c12,-1%,3%,-21%,65%[activator],-5%,-5%,27%,-10,-2%
O=C(COC(=O)c1cccc(C(=O)OCC(=O)NCc2ccc(F)cc2)n1)NCc1ccc(F)cc1,-6%,-3%,-12%,-19%,0%,2%,-10%,-7,-6%
COc1ccc(OC)c(NC(=S)NCc2ccccc2OC)c1,-1%,-6%,-6%,-5%,-4%,-16%,-10%,-13,-7%
CC(C)[C@H](NC(=O)c1ccccc1Cl)C(=O)NC1CCCCCC1,-8%,-5%,-3%,43%[activator],-1%,-5%,19%,-1,-2%
Nc1nonc1-n1nnc(C(=O)N/N=C/c2cccc(O)c2)c1CN1CCCC1,-3%,2%,1%,3%,0%,-11%,0%,1,-17%
CN(C)c1ncc2nc(-c3ccc(F)cc3)c(=O)n(CCC#N)c2n1,-3%,1%,nt,nt,-1%,nt,nt,nt,10%[60.1 µM]
CC1(C)N=C(c2ccccc2)C(=O)N1,-5%,-5%,-2%,-4%,0%,-3%,2%,0,7%
COc1ccc(S(=O)(=O)N(CC(=O)N2CCN(C)CC2)c2ccc(C)cc2)cc1Br,-2%,19%,-20%,10%,-1%,-5%,-22%,5,-2%
Cc1cc(C)c2oc(C(=O)Nc3ccc(S(=O)(=O)Nc4ncccn4)cc3)cc(=O)c2c1,-5%,nt,-16%,11%,1%,-3%,1%,1&0,0%
CCOC(=O)c1c(-c2ccccc2)oc2ccc(O)c(CN(C)C)c12,-8%,1%,-14%,-5%,-7%,-17%,21%,3,-3%
COc1ccc(NCc2cccn2-c2nnc(N3CCOCC3)s2)c(OC)c1,0%,nt,-14%,5%,-1%,-1%,0%,5,0%
Clc1ccc(Cc2nc(-c3ccncc3)no2)cc1,3%,4%,-10%,-6%,-6%,-13%,16%,-1,-5%
O=S(=O)([N-]c1nc2ccccc2nc1-[n+]1ccccc1)c1ccc(F)cc1,10%,1%,4%,104%[activator],-1%,-9%,16%,-6,-20%
O=C(NNC1CC(=O)N(c2cccc(Cl)c2)C1=O)c1cccnc1 (stereo not given),-1%,7%,-7%,24%,1%,5%,?,-1,-21%
Cc1ccc(C)c(OCCn2c(CCNC(=O)C3CCCCC3)nc3ccccc32)c1,-4%,nt,nt,-1%,-11%,4%,-17%,-1&-1,-5%
Cc1cc(C)c2nc3nc(C)cc(C)c3c(N)c2c1,1%,-11%,?,?,290%[activator],709%[activator],40µM*,5,?
COc1cc2c(cc1OC)C(CC(=O)O)N(C(=O)CC1CCCC1)CC2 (stereo not given),-5%,0%,-20%,15%,-1%,-8%,41%,-1,-3%
COc1cc(C(=O)OCC(=O)NCc2ccccc2)cc(NC(=O)c2ccco2)c1OC,-11%,-2%,-9%,-5%,-19%,0%,0%,-1,-14%
Cn1ccnc1SCC(=O)n1c2c(c3ccccc31)CCCC2,-2%,2%,-8%,116%[activator],-2%,?,17%,-9,-19%
O=C(NCc1cccc(Cl)c1)C1CCCN(c2ncnc3c2nc2n3CCCCC2)C1 (stereo not given),-4%,-3%,-17%,-10%,-8%,-4%,51%[activator],0,-3%
CO[C@@H]1COC(=O)CC=C[C@@H](C)[C@@H]2C=C[C@H](O)[C@@H](COC(=O)[C@H](C)NC(=O)CC=C[C@H]1C)O2,-1%,-1%[12.4 µM],nt,nt,-1%[12.4 µM],-11%[15.3 µM],nt,nt,nt
NC(=O)CSc1ncnc2c1oc1ccccc12,1%,5%,-10%,14%,0%,-11%,1%,-1,-15%
CCOC(=O)c1cc2c(=O)n3ccccc3nc2n(Cc2ccco2)c1=NC(=O)c1cccc(Br)c1,0%,nt,1%,40µM*,-5%,458%[activator],22µM*,10,2%[60.1 µM]
Cn1c(=O)n(C)c2cc(C(N)=O)ccc21,-4%,6%,-3%,21%,-1%,9%,-14%,0,2%
O=S(=O)(Nc1ccc(O)c(Sc2nc3ccccc3s2)c1)c1ccc(F)cc1,-4%,-2%,?,2%,-7%,?,2%,1,-7%
CC(C)N1C(=O)CCC1C(=O)NCCc1ccccc1 (stereo not given),-4%,-6%,-15%,4%[58.9 µM],-1%,-8%,25%,-5,-3%
NC(=S)n1[nH]c(-c2ccc([N+](=O)[O-])cc2)c(N=Nc2ccc(Cl)cc2)c1=O,-4%,9%,?,20µM*,-19%,-13%,?,-8,?
O=C(O/N=C1\CCS(=O)(=O)c2sccc21)c1ccc(F)cc1,1%,11%,-10%,11%,-4%,-1%,0%,-3,-6%
Cc1ccc(CNn2cnnc2SCC(=O)NC(C)(C)C)cc1,1%,-5%,-11%,29%,0%,?,0%,1,2%
CC(=O)Oc1ccc2c(C)cc(=O)oc2c1C(=O)c1ccccc1,-1%,-4%,0%,44%[activator],-3%,-1%,10%,-35*,-8%
Cc1ccc(NC(=O)N2CCC3(CC2)Oc2ccccc2C(=O)N3Cc2ccc(F)cc2)cc1,-1%,nt,-22%,35%[activator],0%,-3%,2%,5&0,-8%
COc1ccc(C(=O)N2CCC[C@@]3(CCN(C(=O)Nc4ccccc4)C3)C2)cc1,-4%,23%,nt,nt,-14%,nt,nt,nt,-1%[60.1 µM]
O=C(O)C1C2CCC(O2)C1C(=O)Nc1ccc(F)cc1 (stereo not given),-1%,5%,-1%,121%[activator],-5%,-5%,4%,-11,-4%
CNCCC=C1c2ccccc2C=Cc2ccccc21,0%&-5%,1%[21 µM],1%,1%,-8%[21.4 µM],-10%[29.3 µM],nt,-4,14%
CCc1nnc(NC(=O)c2ccc(Br)o2)s1,-1%,12%,-13%,189%[activator],0%,-1%,1%,-10,-1%
CCc1ccccc1NC(=O)CN(Cc1ccccc1)S(=O)(=O)c1ccc2nc(C)sc2c1,-4%,nt,8%,4%,0%,-1%,17%,-5,22%
CCCC1NC(C(=O)O)Cc2c1[nH]c1ccccc21 (stereo not given),-5%,-2%,-20%,117%[activator],-6%,8%,3%,1,-6%
CCCOC(=O)c1c(NC(=O)CCC(=O)O)sc2c1CCCCC2,-1%,0%,-5%,-2%,-1%,-17%,-3%,-9,-10%
Cn1c(=O)cc(OCC(=O)NCCc2ccc(Cl)cc2)c2ccccc21,-1%,-2%,-15%,23%,-5%,-10%,-1%,-9,5%
CSc1nc2ccc(NC(=O)C3CCCO3)cc2s1 (stereo not given),-7%,-6%,-18%,-1%,-6%,-12%,7%,-1,3%
CCOC(=O)c1c(NC(=O)CSc2cn(CCNC(=O)c3ccccc3F)c3ccccc23)sc2c1CCC2,-1%,nt,-12%,-17%,-4%,-8%,32%[activator],-6,-4%
CCOc1ccc(NC(=O)CCC(=O)NNC(=O)COc2ccccc2C)cc1,5%,0%,-11%,62%[activator],0%,2%,-7%,3,-2%
O=C(/C=C/c1ccc(Cl)cc1)NCCc1ccccc1,2%,-1%,-7%,21%,-8%,-9%,14%,-11,-12%
CNC(=O)CN(c1cc(OCCOC)c(Cl)cc1Cl)S(=O)(=O)c1ccc(OC)cc1,-2%,-5%,-4%,3%,-3%,-2%,0%,-4,3%
COc1cc(NC(=O)CCN2CCN(c3ccccc3F)CC2)cc(OC)c1,0%,-5%,-3%,-14%,-2%,-11%,17%,-1,-8%
CCCC[C@@H]1CNCCN1CCc1cc(C(F)(F)F)cc(C(F)(F)F)c1,-10%,7%,-14%,5%,nt,nt,nt,2,14%
